From PubChem
TAG inh = inhibitors of triacylglycerol accumulation | H9c2 cells, Nile Red lipid (TAG) fluorescence; cells loaded with 200 µM oleic acid | inhibition, % at 12.5 µM | 230,000 tested, 0.66% active | AID 651582;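 active = pattern-corrected inhibition of lipid staining of at least 50% with the nuclear-stain viability signal not falling by more than 50%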;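 also: 0% = DMSO wells and 100% = triacsin C control wells; some results filed as inactive read as strong as hits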
TAG inh DAPI viability = second read-out of TAG inh, no call of its own (marks repeat the call); DAPI nuclei signal change (viability), lower = more cytotoxic, %;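 whole-well DAPI fluorescence read on a plate reader as a viability signal; minus 50 percent equals half of cells still viable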
* = called active by the depositor; ! = not confirmed by another sample. These rows are one share of the data; the hit share may differ from the screen's.

Each structure is followed by: TAG inh DAPI viability, TAG inh
Cc1ccc(S(=O)(=O)C(C#N)c2nc3ccccc3nc2N2CCCC2)cc1 (centres undefined)
→ 10, 16
Cc1cn(-c2cc(C(=O)Nc3ccc(C)c(NC(=O)C(=O)c4c[nH]c5ccccc45)c3)cc(C(F)(F)F)c2)cn1
→ 1.5*!, 124*!
CCCc1cc(C(=O)NCCc2ccc(OC)c(OC)c2)no1
→ 1, -14
COc1ccc(C[C@H]2c3cc(O)c(OC)cc3CC[N+]2(C)[O-])cc1O (some centres undefined)
→ 7, 8
CC(C)=C[C@H]1C[C@H](C)[C@H]2CC[C@H](C)c3c(O[C@@H]4OC[C@@H](O)[C@H](O)C4O)c(O)c(C)c1c32 (some centres undefined)
→ 4, 11
O=C(c1cccc([N+](=O)[O-])c1)c1ccc2c(c1)OCCOCCOCCOCCO2
→ 5, 3
CCOC(=O)c1c(C)n(C)c2ccc(OC)c(NC(=O)CN3CCC(C(=O)OCC)CC3)c12
→ 5, -2
O=C(Nc1ccc2nc(-c3ccccn3)c(-c3ccccn3)nc2c1)N1CCOCC1
→ 21, -14
Cc1cccc(C2N(c3nccs3)C(=O)C3CCCN32)c1 (centres undefined)
→ 7, 8
Cc1c(C(=O)NCc2ccc(C(F)(F)F)cc2)sc(=O)n1Cc1cccc(F)c1
→ -6, -23

Six entries out of the list, sorted by molar mass, descending:
Each structure is followed by: TAG inh DAPI viability, TAG inh
Cc1cn(-c2cc(C(=O)Nc3ccc(C)c(NC(=O)C(=O)c4c[nH]c5ccccc45)c3)cc(C(F)(F)F)c2)cn1
→ 1.5*!, 124*!
CC(C)=C[C@H]1C[C@H](C)[C@H]2CC[C@H](C)c3c(O[C@@H]4OC[C@@H](O)[C@H](O)C4O)c(O)c(C)c1c32 (some centres undefined)
→ 4, 11
O=C(Nc1ccc2nc(-c3ccccn3)c(-c3ccccn3)nc2c1)N1CCOCC1
→ 21, -14
Cc1ccc(S(=O)(=O)C(C#N)c2nc3ccccc3nc2N2CCCC2)cc1 (centres undefined)
→ 10, 16
CCCc1cc(C(=O)NCCc2ccc(OC)c(OC)c2)no1
→ 1, -14
Cc1cccc(C2N(c3nccs3)C(=O)C3CCCN32)c1 (centres undefined)
→ 7, 8

The list continues:
Each structure is followed by: TAG inh DAPI viability, TAG inh
COc1ccc(C(=O)/C(C#N)=N/Nc2ccc([N+](=O)[O-])cc2)cc1
→ -37, 36
C=C[C@@H]1c2cc(C)ccc2N(S(=O)(=O)c2ccc(C)cc2)[C@H](c2ccccc2)C1(C#N)S(=O)(=O)c1ccccc1 (some centres undefined)
→ 1, 3
CCOc1ccccc1C(=O)Nc1nnc(C(C)C)s1
→ -3, 2
Cc1ccc(NCC2(N=Cc3ccccc3)OC(CO)C(O)C2O)cc1 (centres undefined)
→ 0, -16
COc1ccc2nc3n(c(=O)c2c1)-c1ncccc1C(=O)NC3C (centres undefined)
→ -7, 2
COc1ccc(C(=O)NC2CCN(CC(=O)Nc3c(C)cccc3C)CC2)cc1OC
→ 4, 4
COc1ccc(C(=O)COC(=O)C2COc3ccccc3O2)c(OC)c1 (centres undefined)
→ -5, 12
CCOC(=O)C1=C(C)Nc2ccccc2N=C1NC(=O)/C=C/c1ccc(OC)cc1OC
→ -9, 10
Cc1ccc(S(=O)(=O)N(C)c2ccc(C(=O)Nc3ccccn3)cc2)cc1
→ 6, 11
CCCCn1c(N)c(N(CC)C(=O)Cc2ccc(S(=O)(=O)N3CCOCC3)s2)c(=O)[nH]c1=O
→ -7, 0
C(=N\Nc1cc(N2CCCCC2)ncn1)/c1ccco1
→ -1, 10
Cc1ccc(S(=O)(=O)N2CCC(=O)CC2)cc1
→ 2, -4
CCCn1nc(NC(=O)c2cccs2)c2cc3cc(C)ccc3nc21
→ 15, 6
CN(CC(=O)N1CCN(c2ccccc2)CC1)S(=O)(=O)c1cccs1
→ -9, -15
Cc1noc(NS(=O)(=O)c2ccc(NC(=O)C(C)C)cc2)c1C
→ -1, -1
CCOC(=O)c1ccc(NC(=S)Nc2ccc(C)cc2)cc1
→ 0, -9
CCOC(=O)C1=C(CC)Nc2ccccc2N=C1NC(=O)c1cc(C)on1
→ 4, -3
COc1cc(-c2nccc3cc4c(cc23)OCO4)cc(OC)c1OC
→ -17, 29
Cc1nc(NC(=O)COC(=O)c2cccs2)c(Cl)cc1Cl
→ 2, 3
CC(O)C(NS(=O)(=O)c1ccc(Cl)cc1)C(=O)OCc1cc([N+](=O)[O-])cc2c1OCOC2 (centres undefined)
→ 3, -2
O=C(N/N=C1\CCSC1)c1cc(Cl)ccc1O
→ -4, 13
CC(C)c1ccc(NC(=O)CSc2nc(=O)n(CCN3CCOCC3)c3c2CCC3)cc1
→ -1, 9
COc1ccccc1C(=O)NC(=O)CSc1nnnn1C
→ 1, -4
O=C(O)CCCCCN=Cc1c(O)c2ccccc2oc1=O
→ -1, -9
COc1ccc(C(=O)OCC(=O)N2CCOCC2)cc1S(=O)(=O)N1CCOCC1
→ 2, 14
CCOc1ccc(NC(=O)COC(=O)CSCC(=O)Nc2ccc(C)cc2C)cc1
→ -11, -5
O=C(CCCCCNc1nc(=S)[nH]c2ccccc12)NCCc1ccc(Cl)cc1
→ 6, 4
COc1ccc2[nH]c(C(=O)O)c(NS(=O)(=O)c3ccc(OC)c(OC)c3)c2c1
→ 1, 11
COc1ccc(NC(=O)CN(C)C(=O)c2ccc(NS(=O)(=O)c3ccc(C)c([N+](=O)[O-])c3)cc2)cc1
→ 1, -13
Cc1cccc(N(C)C(=O)CCS(=O)(=O)c2cc3c(cc2Cl)NC(=O)CO3)c1
→ 1, 2
COc1ccc(NCN2C(=O)C3C4C=CC(C4)C3C2=O)cc1 (centres undefined)
→ -10, -4
O=C(O)C1CCCN1C(=O)c1cccs1 (centres undefined)
→ 7, -5
COc1ccc2cc3cc(C(=O)NCC4COc5ccccc5O4)oc3nc2c1 (centres undefined)
→ -25*, 57*
O=C(O)c1cn(-c2ccc(F)cc2)c(=O)c2ccccc12
→ 0, 8
O=C(CN1C(=O)c2ccccc2C1=O)NC1CCCCC1
→ 1, 8
COCCNC(=O)c1onc(CSc2ccccn2)c1C(=O)NCCOC
→ 2, 6
Cc1nc2ccc(NC(=O)COc3ccccc3C)cc2s1
→ 6, -9
Cc1cc2ncn(C(=O)c3c(-c4c(Cl)cccc4Cl)noc3C)c2cc1C
→ -7, -7
COc1ccc(CCN/C=C2/CC(=O)NC2=O)cc1OC
→ 1, 7
COc1ccccc1C(CC(=O)Nc1ccc(C)c(C)c1)c1ccc(OC(C)C)cc1 (centres undefined)
→ -13, 17
Cc1nnc(Sc2cc(C(=O)NCc3ccco3)c3ccccc3n2)s1
→ 4, 17
CCCCN1C(=O)C(CC(=O)NCc2cccs2)CC(C(=O)N(C)C)=C1C (centres undefined)
→ 3, -5
CCOc1nc(SC(C(C)=O)C(=O)Nc2ccccc2)nc(N(C)C)n1 (centres undefined)
→ -9, -5
O=C1OC(c2ccccc2)=N/C1=C\C=C\c1ccco1
→ -10, -4
COc1ccc(NC2c3ccccc3C(=O)N2Cc2ccccc2Cl)cc1OC (centres undefined)
→ -10, 20
CN(Cc1nccs1)C(=O)C1CCC(=O)N(CCc2cccc(F)c2)C1 (centres undefined)
→ -10, 15
O=C(CCSCc1ccccc1F)NCc1cccs1
→ 5, -9
Cc1ccc(S(=O)(=O)Nc2ccc3c(c2)OCCO3)cc1
→ 3, -1
CCCCN(C)C1=Nc2cccc3cccc1c23
→ 24, 5
O=C(NC12CC3CC(CC(C3)C1)C2)c1cc([N+](=O)[O-])ccc1N1CCOCC1
→ -6, -11

(listing goes on)
Each structure is followed by: TAG inh DAPI viability, TAG inh
COc1ccccc1-c1cc(C(=O)NC2CCN(C)CC2)c2ccc(Cl)c(C)c2n1
→ -49*, 103*
CN(C)c1cc(-c2ccc(F)cc2)oc(=O)c1Cl
→ 5, -8
COc1ccc(C(=O)N2CCc3ccccc3C2)cc1S(=O)(=O)N1CCCC1
→ -22, 15
COC(=O)c1ccc(N2C(=O)CC(N3CCN(c4ccccc4)CC3)C2=O)cc1 (centres undefined)
→ 1, -2
COc1ccc(C(CC(=O)O)NC(=O)OC(C)(C)C)cc1 (centres undefined)
→ -9, 0
Cc1cc(C)[n+](Cc2ccccc2)cc1C(N)=O
→ 6, -6
Cc1ccc(NC(=O)c2cc(C)nn2-c2ccccc2)cc1
→ 10, -2
COc1ccccc1NC(=O)Cn1c(CCC(=O)O)ccc1-c1ccccc1
→ 1, 11
COc1cccc(C(=O)NCC(=O)OC(C)C(=O)NC23CC4CC(CC(C4)C2)C3)c1 (centres undefined)
→ 0, -26
CCOc1ccccc1N(CC(=O)N1CCC(C)CC1)S(=O)(=O)c1ccc(C)cc1
→ 2, -21

Look-ups from the results shown:
COC(=O)c1ccc(N2C(=O)CC(N3CCN(c4ccccc4)CC3)C2=O)cc1 (centres undefined) – TAG inh: -2
COc1ccc(C(CC(=O)O)NC(=O)OC(C)(C)C)cc1 (centres undefined) – TAG inh: 0
CCOc1ccccc1N(CC(=O)N1CCC(C)CC1)S(=O)(=O)c1ccc(C)cc1 – TAG inh DAPI viability: 2
Cc1cc(C)[n+](Cc2ccccc2)cc1C(N)=O – TAG inh DAPI viability: 6

The results go on:
Each structure is followed by: TAG inh DAPI viability, TAG inh
C=C(C)CNC(=O)c1ccc(OC2CCN(C(=O)COC)CC2)cc1
→ -4, -2
CC1CCCC(NC(=O)CN2CCN(Cc3ccc(Cl)cc3)C2=O)C1C (centres undefined)
→ 1, -41
O=C(c1ccccc1)N(CCO)Cc1cc2cc3c(cc2[nH]c1=O)OCCO3
→ -11, 11
O=C(/C(=C/c1ccccc1Cl)c1ccccc1)N1CCOCC1
→ 4, -9
CCOC(=O)c1cc2cc([N+](=O)[O-])cc(OC)c2oc1=O
→ -4, 5
O=C(C1CCCO1)N1CCN(C(=S)Nc2ccc(Cl)cc2Cl)CC1 (centres undefined)
→ -8, 6
CCOC(=O)N1CCC(NC(=O)c2ccc3c(c2)N(Cc2ccc(F)cc2)CCS3)CC1
→ 19, 13
CC(=O)c1ccc(OC(=O)N(c2ccccc2)c2ccccc2)cc1
→ -7, 1
CCn1c(SCC(=O)N2CCCc3ccccc32)nc2cccnc21
→ -3, 22
Cc1sc2ncnc(NCC3(N4CCOCC4)CCCCC3)c2c1C
→ 3, -26
CC(C)(C)c1ccc(NC(=O)C2=CN3CCS(=O)(=O)N=C3C=C2)cc1
→ -1, 10
Cc1nccn1CCCN1C(=O)OC2(CCCCC2)C1(C)O (centres undefined)
→ -4, 0
Cn1nnc(NC(=O)c2ccc([N+](=O)[O-])cc2Cl)n1
→ 5, 0
O=C(NCc1nc2ccccc2[nH]1)C1=C[C@H](c2ccc(C(F)(F)F)cc2)C[C@H](OCc2ccc(CO)cc2)O1
→ -7, 0
CCOc1cc(C(=O)OCC(=O)NC(C)c2ccccc2)ccc1OCC(=O)N1CCOCC1 (centres undefined)
→ 4, -10
CC(C)N(C(=O)[C@H]1CC(CC(=O)NCc2ccco2)C(=O)N2CCc3c([nH]c4ccccc34)[C@]12C)C(C)C (some centres undefined)
→ 3, 7
C[C@H](NC(=O)c1ccco1)C(=O)OCC(=O)N1CC(=O)Nc2ccccc21
→ -1, 1
Cc1cccc(N(CC(=O)Nc2ccc(CC#N)cc2)S(C)(=O)=O)c1
→ -6, -6
CCOC(=O)CNS(=O)(=O)c1ccc(C(=O)O)cc1
→ 2, -30
CCCCCCNC(=O)O[C@H]1Cn2c(=O)ccc(=O)n2[C@@H]2CN(S(=O)(=O)c3ccc(C)cc3)C[C@]12O
→ -97, 114

Reformatted: entries from further up
smiles: Cc1nccn1CCCN1C(=O)OC2(CCCCC2)C1(C)O (centres undefined)
  TAG inh DAPI viability = -4 | TAG inh = 0
smiles: Cn1nnc(NC(=O)c2ccc([N+](=O)[O-])cc2Cl)n1
  TAG inh DAPI viability = 5 | TAG inh = 0

Additional compounds follow:
Each structure is followed by: TAG inh DAPI viability, TAG inh
Cc1cccnc1NC(=O)c1cccc(S(=O)(=O)N2CCCc3ccccc32)c1
→ -9, -11
COc1ccc(C(=O)O/N=C(\N)c2ccccn2)cc1[N+](=O)[O-]
→ -4, 9
CCOC(=O)C(=O)Nc1ccccc1C(N)=O
→ -8, 0
O=C1/C(=C/c2cccs2)CCC1C1CCCC1 (centres undefined)
→ -4, 3
CCc1ccc(-c2cc(C(=O)N/N=C/c3ccco3)[nH]n2)cc1
→ -7, -5
CC1(C)CC2CC(C)(CN2S(=O)(=O)c2cccc(C(N)=O)c2)C1 (centres undefined)
→ 3, 3
CCC(C)(C)C1CCc2c(sc(NC(=O)c3ccoc3C)c2C(N)=O)C1 (centres undefined)
→ 40, 20
CC(C)c1cc(CNC(=O)CC2C(=O)NCCN2CC2CCCCC2)on1 (centres undefined)
→ 2, 3
O=C(CCCSc1nc2ccccc2s1)NCc1ccc2c(c1)OCO2
→ 9, 12
Cc1ccc(NC(=O)C2CCCN(S(=O)(=O)c3c(C)noc3C)C2)cc1F (centres undefined)
→ -22, 24
COc1cc(/C=N/NC(=O)c2ccc(CSc3nncn3C)cc2)ccc1OCC(=O)N1CC(C)OC(C)C1 (centres undefined)
→ 9, 6
CC(C)(C)c1cc(OC(=O)c2ccncc2)ccc1O
→ -7, -3
O=C(Nc1ccccc1C(F)(F)F)c1ccccn1
→ 7, 0
CC1(C)CC(=O)C2=C(C1)Nc1ccccc1NC2c1ccc(F)c(F)c1 (centres undefined)
→ -1, 3
CCCOc1ccc(N2CC(C(=O)Nc3ncccc3C)CC2=O)cc1 (centres undefined)
→ -8, -2
COc1ccccc1CNC(=O)CC(C)C
→ 10, -7
COc1ccc(CC(=O)Nc2ccc(C(=O)O)cc2NC(=O)Cc2ccc(OC)cc2)cc1
→ -5, -10
